AI-2 QS mod = Vibrio harveyi AI-2 quorum sensing modulation. Vibrio harveyi JMH597 AI-2 luminescence/OD600 ratio, 9 h; stronger effect = lower value; strain lacks LuxN and CqsS sensors; 0 = neutral-control median. activity change, % at 7.5 µM. 300,000 compounds, 0.4% hits. AID 2094; in the data active = activity change below about -75%, passing the limit was not always enough;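 also: luminescence divided by OD600 gain over 9 h not by final OD600 alone; inactives centre near 13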
HIF act = HIF pathway transcriptional activation; U2OS HRE-luciferase reporter, luminescence; normalized: DMSO 0%, desferrioxamine 100%; 300,000 compounds, 0.32% hits; activation, % at 7.5 µM (by protocol); AID 1910;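 active = mean activation of at least 10% of the iron chelator positive control signal, with at least half of replicates also reaching 10%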
aSyn UTR inh = MLPCN primary screen, SNCA 5' untranslated region | inhibition, % (tested at 7.5 µM) | alpha-synuclein 5'UTR reporter, inhibitor activity | 300,000 compounds, 0.82% hits; in the data active = inhibition above about 60%;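 also: H4 neuroglioblastoma cells stably carrying SNCA 5'UTR luciferase fusion; 0% = DMSO wells and 100% = positive control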
HSP90 refold inh = HSP90 refolding inhibition in rabbit reticulocyte lysate. 290,000 compounds, 0.91% hits. luciferase refolding luminescence, 3 h. inhibition, % at 5.6 µM;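 active = inhibition above the screen-wide mean plus 3 SD, computed separately per campaign, cut at about 16% in these data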;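 also: 0% = DMSO wells and 100% = 60 µM geldanamycin wells; inhibitors lower the luminescence because luciferase stays unfolded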
Platelet DG rel = platelet dense granule release activity. human platelet-rich plasma, SFLLRN dense granule ATP release, luminescence. inhibition, %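 (compounds screened at 7.5 µM in platelet-rich plasma)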. 300,000 compounds, 0.22% hits. AID 1663;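 active = mean replicate score, as percent of positive control, at or above 50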
HSF1 activator = increases HSF-1 driven luciferase reporter signal. NIH3T3-HGL HSF-1 luciferase reporter, MG132, 8 h; 100% = twice DMSO control signal. 300,000 compounds, 1.7% hits. activation, % at 9 µM;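 active = mean replicate activation of at least 50% with a set share of replicates each reaching 50%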;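 also: 0% = median of the neutral control wells and 100% = twice that signal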
IEC-6 tox = kills IEC-6 intestinal cells in KLF5 counter-screen; AID 1825; 290,000 compounds, 0.78% hits; inhibition, % at 5 µM; IEC-6 cytotoxicity, luminescence viability; in the data active = inhibition above about 22%;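 also: 0% = plate median of test compound wells and 100% = cytotoxic reference compound wells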
SKKanGAS inh = blocks kanamycin growth of S. pyogenes SKKanGAS strain; 300,000 compounds, 1.3% hits; inhibition, % at 7.5 µM; AID 1662; BacTiter-Glo, 6 h;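 active = mean replicate score, as percent of positive control median, at least 50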;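 also: strain carries kanamycin resistance gene driven by streptokinase promoter and grows in 40 µg/ml kanamycin; loss of luminescence reflects streptokinase promoter inhibition or plain growth inhibition; 0% = median of DMSO wells and 100% = positive control at its reference dose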
HSF1 inhib = HSF1 inhibition. 300,000 compounds, 0.77% hits. AID 2098. activity change, negative = inhibition, % at 7.5 µM (by protocol). NIH3T3-HGL HSE-luciferase, MG132-induced, luminescence 8 h; stronger effect = lower value;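 active = more than half of replicate wells show activity change below -50%, luminescence cut by over half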;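 also: luciferase reports HSF-1 transcriptional activity via heat shock element; 0% = median of DMSO wells and -100% = zero luminescence signal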
KLF5 inhibitor = kruppel-like factor 5 inhibition; DLD-1 KLF5 promoter-luciferase reporter, luminescence; inhibition, % at 5 µM; 290,000 compounds, 0.23% hits; AID 1700;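 active = inhibition above a per-plate limit of that plate's mean compound inhibition plus 3 SD, cut at about 60% in these data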;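 also: 0% = DMSO wells and 100% = LY294002 at 200 µM; higher means less KLF5 promoter-driven luciferase light; inactives centre near -14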
Numbers without * were called inactive; · = no result given.

| smiles | AI-2 QS mod | HIF act | aSyn UTR inh | HSP90 refold inh | Platelet DG rel | HSF1 activator | IEC-6 tox | SKKanGAS inh | HSF1 inhib | KLF5 inhibitor |
| --- | --- | --- | --- | --- | --- | --- | --- | --- | --- | --- |
| Cc1csc2nc(O)c(C(=O)NCCCN3CCCC3=O)c(=O)n12 | 2.0 | 0.1 | -0.1 | · | 16.1 | -7.1 | · | -2.1 | -3.9 | · |
| O=C(CN(c1cccc(C(F)(F)F)c1)S(=O)(=O)c1ccc(Cl)c([N+](=O)[O-])c1)NCc1ccccc1Cl | 27.3 | 0.0 | -0.8 | -1.2 | -0.8 | 66.3* | 5.1 | 22.4 | 36.3 | -12.2 |
| CC(=O)CCc1c(C)c2cccc(C)c2[nH]c1=O | 13.1 | -0.6 | -4.0 | 0.4 | -1.3 | 3.3 | -3.6 | 0.9 | -5.0 | 11.7 |
| Nc1cc(C(=O)O)ccc1N1CCCCC1 | 19.4 | -0.2 | 1.6 | -3.6 | 1.0 | -6.4 | -2.8 | 1.9 | -10.5 | -27.4 |
| O=C(CSc1nnc2ccc(-c3cccnc3)nn12)Nc1ccccc1F | 30.0 | 0.3 | 24.0 | · | 22.9 | -4.6 | · | -9.5 | 0.6 | · |
| CCC(=O)Nc1cccc(NC(=S)NC(=O)Cc2ccccc2)c1 | 16.2 | -0.1 | -0.4 | 3.6 | -0.4 | -2.3 | 3.4 | 1.9 | 1.2 | -11.2 |
| CS(=O)(=O)N1CCc2cc(C(=O)N3CCN(c4ccc(F)cc4)CC3)ccc21 | 34.2 | 0.4 | 15.3 | 1.3 | -2.5 | 4.7 | 0.1 | 3.4 | -0.3 | 8.9 |
| O=C(NC1CCN(C(=O)c2cccs2)CC1)c1ccccc1 | 25.2 | 0.0 | -4.0 | 3.7 | 24.8 | 4.2 | 1.7 | -2.7 | -5.2 | 3.2 |
| COc1ccc(/C=N\NC(=O)C2=NNC(=O)C2C)cc1 (centres undefined) | 20.4 | 1.7 | -20.6 | -5.6 | 0.7 | -7.5 | 1.0 | -2.2 | 4.1 | -47.1 |
| O=C(NCc1ccc(OC(F)(F)F)cc1)C1CC2Cn3c(nc4ccccc43)C2N1Cc1ccccc1 (centres undefined) | 13.1 | -0.1 | 5.5 | -0.2 | -0.7 | 12.5 | 0.5 | 20.2 | 12.2 | 11.7 |
| COc1ccc(COC(=O)C2=C(C)NC(=O)NC2c2ccc(O)c(OC)c2)cc1 (centres undefined) | 18.5 | 0.2 | 28.0 | -0.8 | 6.2 | 13.2 | -4.1 | -6.4 | -5.5 | -28.5 |
| O=C(NCC1CCCO1)c1cnn2c(C(F)F)cc(C3CC3)nc12 (centres undefined) | 5.5 | 0.3 | 29.1 | -4.1 | -2.8 | 7.3 | 2.1 | 0.0 | -5.4 | -27.2 |
| CCc1nnc(NC(=O)CCC(=O)N2CCN(Cc3cc(Cl)ccc3OC)CC2)s1 | 2.0 | 0.0 | 21.5 | -0.1 | 26.7 | 12.4 | -4.5 | -11.3 | 1.5 | -26.4 |
| CCC(NC(=O)CCc1ccccc1)c1ccccc1 (centres undefined) | 17.1 | -0.2 | 10.0 | -0.3 | -0.8 | -4.1 | -2.5 | -3.7 | -3.0 | -28.6 |
| O=C(c1cccc(Cl)c1)N1CCC(c2nc3ccccc3[nH]2)CC1 | 6.1 | · | 11.1 | -2.3 | 0.4 | · | 3.5 | 0.4 | · | -31.2 |
| Cc1cc(NC(=O)COc2ccc3ccccc3c2)no1 | · | 1.4 | -15.5 | -4.1 | 9.8 | 8.6 | -3.6 | -3.3 | 11.0 | -35.4 |
| CC(=O)c1ccc(NC(=O)CSc2nnc(C3CC3)n2C)cc1 | 22.0 | 0.1 | -24.4 | 2.8 | -0.8 | -6.3 | 6.9 | 0.0 | 2.1 | -15.3 |
| CN(Cc1ccc(-n2cccn2)cc1)Cc1cn(C)nc1-c1ccccc1F | 17.0 | -0.7 | 4.1 | -2.2 | -2.8 | -7.7 | -5.2 | -3.1 | -8.3 | -11.0 |
| COc1ccc2oc(C(=O)OCC(=O)N(C)c3c(N)n(Cc4ccccc4)c(=O)[nH]c3=O)c(C)c2c1 | -8.0 | 1.2 | 8.3 | · | -5.3 | -4.8 | · | 0.0 | -8.4 | · |
| COc1cc(SC)ccc1C(=O)NCc1ccccc1 | 19.5 | 1.7 | 0.1 | -3.4 | 0.0 | 0.4 | 1.8 | 0.3 | 15.9 | -24.3 |
| O=C1NC2(CCCCCC2)C(=O)N1Cc1ccccc1 | 27.3 | -21.9 | -5.8 | 0.3 | -4.1 | -16.8 | 0.1 | 1.3 | -8.2 | -34.6 |
| COC(=O)CSc1nc2cc(C)ccc2cc1C#N | 19.0 | 3.3 | -189.5 | -3.6 | 1.6 | 64.7* | 4.3 | -2.2 | 38.3 | -160.0 |
| COc1ccc(C)cc1S(=O)(=O)NC(C)C(=O)Nc1ccc2c(c1)OCO2 (centres undefined) | · | 1.5 | -7.1 | -1.4 | -0.7 | 26.7 | -3.2 | -11.1 | 3.2 | 2.2 |
| O=C(Cn1nc(C(F)F)cc1C(F)F)N/N=C/c1ccc2c(c1)OCO2 | 18.3 | 0.4 | -14.6 | 0.9 | 1.3 | -19.9 | -0.4 | -11.7 | 1.1 | -18.7 |
| Cc1cc(Cl)ccc1OCc1nc(-c2ccncc2)no1 | 24.1 | 1.2 | -161.5 | -3.4 | 9.0 | 39.8 | -1.5 | -34.1 | 19.4 | -102.0 |
| COc1cc(/C=N/n2cc(-c3ccccc3)[nH]c2=S)cc(OC)c1O | 52.9 | 0.1 | 5.9 | 2.4 | 3.4 | -3.4 | -1.0 | 0.6 | 0.7 | -17.9 |
| CCC1CCCCN1CCCNC(=O)COc1cc(=O)n(C)c2ccccc12 (centres undefined) | 16.1 | -0.4 | -19.8 | -1.9 | 2.5 | 19.8 | 3.5 | 3.6 | 0.0 | -7.8 |
| CCCNc1nc(-c2cc(-c3ccc(Cl)cc3)on2)cc(C(C)C)n1 | 11.9 | -0.4 | 20.1 | · | 4.6 | -10.1 | · | 17.6 | -3.2 | · |
| COC(=O)CN1C(=O)C(O)=C(C(C)=O)C1c1ccc([N+](=O)[O-])cc1 (centres undefined) | 33.6 | -0.1 | 19.8 | 1.8 | -2.2 | 14.2 | 2.2 | 2.1 | -5.7 | -38.0 |
| COc1cc(NC(=O)Cn2nc(Cc3cccnc3)c3ccccc3c2=O)cc(OC)c1OC | 4.0 | 0.0 | 11.8 | -3.5 | 19.0 | -11.1 | -7.4 | -5.6 | 0.0 | -35.1 |
| CN(C)c1ccc(C(CNS(=O)(=O)c2ccc(F)c(F)c2)c2c[nH]c3ccccc23)cc1 (centres undefined) | 15.2 | -0.2 | -19.1 | -2.6 | -28.8 | -4.5 | -4.6 | 10.1 | -0.7 | -11.8 |
| COc1ccc(CC(=O)Nc2nnc(C(C)(C)C)s2)cc1OC | 6.4 | 0.1 | -31.4 | 1.1 | -0.1 | 18.3 | 1.0 | 8.0 | 4.7 | -40.9 |
| CCCOc1ccc(C(=O)Nc2ccc3c(c2)OCO3)cc1 | -0.4 | 3.0 | -95.1 | 4.4 | 36.2 | 44.4 | 4.0 | -2.0 | 23.3 | -61.4 |
| Cc1cc(-c2ccccc2)n2nc(C)c(C#N)c2n1 | 1.6 | -0.1 | -1.1 | 2.7 | -0.7 | 1.1 | -0.8 | 1.4 | -3.6 | -8.3 |
| O=C(Nc1nc2ccccc2c(=O)s1)c1ccc(F)cc1Cl | 10.5 | -11.0 | -21.7 | 5.7 | -3.5 | 48.0 | -7.6 | 6.9 | 17.8 | -34.4 |
| CCN1CCN(CCNC(=O)Cn2c(=O)c3cccn3c3ccc(F)cc32)CC1 | 14.7 | 0.3 | 3.7 | 2.3 | -2.6 | -17.5 | 2.7 | 4.3 | 2.3 | -6.8 |
| Cc1cccc(NC2=NC(C)(C)N=C(N)N2)c1C | 19.4 | 0.0 | -0.3 | 0.6 | -4.6 | -6.1 | -5.2 | 1.2 | -5.6 | -8.9 |
| Cc1ccccc1C1=Nn2c(nnc2-c2ccco2)SC1 | 13.0 | -0.4 | 2.6 | 3.3 | 1.7 | 18.9 | 11.8 | -3.6 | -3.6 | -7.5 |
| O=C(O)c1ccccc1C(=O)NNc1ccc(F)cc1F | 8.6 | -0.2 | -57.7 | 2.2 | -4.7 | 3.6 | 3.8 | 1.4 | 4.0 | -11.3 |
| CCOC(=O)C1=C(c2ccccc2)NC(=S)NC1c1cc([N+](=O)[O-])ccc1OC (centres undefined) | 13.0 | 0.0 | -5.3 | 2.8 | -4.7 | 19.7 | 0.8 | 3.0 | 7.5 | 6.9 |
| COc1cccc2cc(C(=O)N3CCN(C(=O)c4ccco4)CC3)c(=O)oc12 | 15.5 | -0.1 | 6.8 | 5.4 | 15.2 | -3.7 | -3.1 | 0.8 | 3.3 | 12.5 |
| CCn1nc(C)c(/C=C/C(=O)Nc2ccc(C)cc2C)c1C | 7.4 | 0.5 | 6.2 | -2.6 | 11.9 | 0.8 | -1.4 | -1.8 | 5.3 | -8.0 |
| Cc1ccc(NC(=O)C2CCCN(S(=O)(=O)c3ccc4[nH]c(=O)ccc4c3)C2)c(C)c1 (centres undefined) | 33.5 | -0.4 | -2.9 | -1.4 | 3.0 | -4.5 | -1.6 | -9.9 | -1.1 | 4.8 |
| O=C(NCCO)c1cc2cc(Cl)cc(Cl)c2oc1=O | 46.5 | -0.2 | 15.4 | 4.0 | -1.8 | 2.6 | 0.2 | -0.5 | 3.7 | -46.4 |
| O=C(COc1cccnc1[N+](=O)[O-])c1c[nH]c2ccccc12 | -6.3 | 0.2 | 6.8 | 1.4 | -39.0 | 26.4 | 1.6 | -17.6 | 3.1 | -10.7 |
| Cc1cc(SCC(=O)c2ccccc2)nc(C)n1 | -13.0 | 1.4 | -114.7 | 1.2 | 7.9 | 21.0 | 0.8 | 3.7 | 14.3 | -88.4 |
| COC(=O)C1SCC2C(=O)N(Cc3ccccc3)CC(=O)N21 (centres undefined) | 18.7 | -0.2 | 1.2 | 4.1 | -1.4 | 1.6 | -2.4 | 2.6 | -10.3 | -2.7 |
| Cc1ccc(S(=O)(=O)N(C)C)cc1NC(=O)CN1C(=O)NC2(CCCCCCC2)C1=O | 21.9 | -0.1 | -10.3 | -5.2 | -14.9 | -0.7 | -2.9 | -10.4 | 2.2 | -27.8 |
| CN1CCC(OC(=O)c2cc3cc(Cl)cc(Cl)c3oc2=O)CC1 | 6.2 | 0.7 | -11.4 | 3.2 | -1.1 | -10.2 | 5.6 | -3.2 | 1.9 | -4.7 |
| CCOC(=O)N1CCN(C(=S)Nc2ccccc2C)CC1 | 25.5 | -0.3 | 16.3 | 1.1 | -3.3 | 7.5 | 0.0 | -2.3 | -0.8 | -10.4 |
| O=C(N/N=C/C=C\c1ccccc1[N+](=O)[O-])c1ccncc1 | 39.1 | -0.4 | -8.0 | 1.0 | 5.4 | -0.1 | -2.5 | 1.1 | -4.4 | -1.6 |
| Cc1nn(CCc2n[nH]c(=S)n2-c2cccc(Cl)c2)c(C)c1[N+](=O)[O-] | 15.7 | 0.2 | 21.8 | -3.0 | -8.0 | -7.7 | 2.4 | 2.1 | -7.1 | -19.7 |

Screening results as filed in PubChem BioAssay.

Outcome played no part in choosing rows, and some 6% of all compounds hit somewhere here.
